Assay outcomes (PubChem BioAssay)
CCT chaperon mod = High-Throughput Screening for Modulators of Cytosolic Chaperonin Activity. purified chaperonin ATPase assay, HTRF ADP detection, 30 min. activity change, % (no concentration beside the values), hits read low. 360,000 compounds, 0.3% hits. AID 651819, 2012; in the data active means activity change below about -30%; further: on the % scale 0 is the no-effect control and ±100 the full control effect
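TRiC at 40 or 20 nM final (batch-dependent) in 30 mM Tris pH 7.4, 100 mM KCl, 5 mM MgCl2, 1 mM DTT, with compound at single 76 uM and 10 uM ATP, 30 min at 37 deg C. ADP detected by HTRF Transcreener, 665/615 ratio.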
PLK1 PBD inh = qHTS for Inhibitors of PLK1-PDB (polo-like kinase 1 - polo-box domain): Primary Screen; Serine/threonine-protein kinase PLK1 (Homo sapiens), P53350; Plk1 PBD binding of FITC phosphopeptide, fluorescence polarization; Potency, µM, without a hit: max response, negative = inhibition, usual class: inhibitors; 360,000 compounds, 2.8% hits; AID 720504, 2013; further: potency means the concentration at half of the fitted maximal effect; series mostly up to about 57 µM; on the % scale 0 is the no-effect control and ±100 the full control effect; nearly all actives have a fitted effect of over 65% in size
EPAC2 ag = qHTS for Agonist of cAMP-regulated guanine nucleotide exchange factor 4 (EPAC2): primary screen; Rap guanine nucleotide exchange factor 4 (Homo sapiens), Q8WZA2; EPAC2 activation, biochemical qHTS; response scale: 100% = 6.5 mM cAMP response; Potency, µM (titrated, usually from 154 µM), without a hit: top-dose activation, hits mostly activators; 360,000 compounds, 0.079% hits; further: potency means the concentration at half of the fitted maximal effect; nearly all actives have a fitted effect of over 50% in size
Target sequence (Q8WZA2 whole entry, looked up): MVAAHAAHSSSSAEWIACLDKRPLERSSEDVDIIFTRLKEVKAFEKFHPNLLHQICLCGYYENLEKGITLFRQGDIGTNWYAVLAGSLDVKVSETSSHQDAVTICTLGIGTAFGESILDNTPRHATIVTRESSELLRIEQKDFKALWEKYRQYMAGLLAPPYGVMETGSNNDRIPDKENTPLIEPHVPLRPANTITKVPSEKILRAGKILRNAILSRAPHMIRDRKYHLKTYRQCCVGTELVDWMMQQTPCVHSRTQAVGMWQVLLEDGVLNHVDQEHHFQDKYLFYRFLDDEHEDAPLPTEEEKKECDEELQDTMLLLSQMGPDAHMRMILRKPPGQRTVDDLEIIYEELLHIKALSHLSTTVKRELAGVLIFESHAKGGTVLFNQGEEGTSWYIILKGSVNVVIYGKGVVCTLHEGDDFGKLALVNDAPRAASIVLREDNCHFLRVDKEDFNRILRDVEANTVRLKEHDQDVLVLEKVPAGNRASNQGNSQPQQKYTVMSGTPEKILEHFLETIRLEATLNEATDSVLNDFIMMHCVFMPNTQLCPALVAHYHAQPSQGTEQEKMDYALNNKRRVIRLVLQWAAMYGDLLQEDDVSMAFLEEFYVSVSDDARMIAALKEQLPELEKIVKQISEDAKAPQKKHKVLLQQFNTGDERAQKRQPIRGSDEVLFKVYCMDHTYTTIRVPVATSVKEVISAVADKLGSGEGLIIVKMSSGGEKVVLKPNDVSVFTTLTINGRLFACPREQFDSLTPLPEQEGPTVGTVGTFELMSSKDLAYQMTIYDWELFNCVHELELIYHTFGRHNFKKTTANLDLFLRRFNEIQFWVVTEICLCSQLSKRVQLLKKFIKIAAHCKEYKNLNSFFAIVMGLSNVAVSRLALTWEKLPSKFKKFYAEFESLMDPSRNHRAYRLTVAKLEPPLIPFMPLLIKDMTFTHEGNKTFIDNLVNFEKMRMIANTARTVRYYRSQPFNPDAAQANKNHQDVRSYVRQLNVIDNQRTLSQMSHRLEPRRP
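Nucleotide exchange monitored as fluorescence drop when BODIPY-GDP leaves Rap1B. Reaction: 100 nM EPAC2, 250 nM RAP1B-BODIPY-GDP, 50 uM GDP, room temperature, kinetic read over 30 min. Activity expressed relative to 6.5 mM cAMP.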
IL-2 act = qHTS of IL-2 Activators; activation, % (series mostly up to about 46 µM); 360,000 compounds, 0.065% hits; AID 652025, 2013; IL-2 activation reporter assay, cell-based qHTS; stimulated with anti-CD3/CD4/CD28 beads; in transgenic mouse T cells; in the data active means activation above about 50%; inconclusive means mostly about 30% to 49%; further: 0% is about no effect
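EGFP and DsRed fluorescence is measured by plate cytometry in unstimulated transgenic mouse T cells exposed to compound for 60 minutes, then stimulated 18 hours at 37 degrees C with anti-CD3/anti-CD4 beads plus anti-CD28.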
EPAC1 agonist = qHTS for Agonist of cAMP-regulated guanine nucleotide exchange factor 3 (EPAC1): primary screen | Rap guanine nucleotide exchange factor 3 (Homo sapiens), O95398 | EPAC1 agonist qHTS, biochemical assay; response scale: 100% = response to 6.5 mM cAMP | Potency, µM (titrated, usually from 154 µM), without a hit: at the top dose activation, hits mostly activators | 360,000 compounds, 0.073% hits; further: potency means the concentration at half of the fitted maximal effect; nearly all actives have a fitted effect of over 60% in size
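Compounds were pinned as a concentration titration into mixtures of EPAC1 (100 nM), BODIPY-GDP-loaded Rap1B (250 nM) and GDP (50 uM). After 5 min at room temperature, fluorescence was followed for 30 min; activity was scaled to 6.5 mM cAMP.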
EPAC1 antag = qHTS for Antagonist of cAMP-regulated guanine nucleotide exchange factor 3 (EPAC1): primary screen; Rap guanine nucleotide exchange factor 3 (Homo sapiens), O95398; EPAC1 GEF assay, Rap1b-BODIPY-GDP exchange fluorescence; Potency, µM (doses to about 115 µM), for inactives: top-dose activity change, negative = inhibition, actives largely listed as inhibitors; 360,000 compounds, 0.14% hits; AID 720709, 2013;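 further: potency means the concentration at half of the fitted maximal effect; plate controls were vehicle for no effect and positive control for full effect; nearly all actives have a fitted effect of over 50% in size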
WRN inhibitor = qHTS for Inhibitors of WRN Helicase; WRN helicase unwinding, fluorescent forked duplex, kinetic; AID 651768, 2012; Potency, µM (series often up to 114 µM), inactives show at the highest dose activity change, negative = inhibition, actives largely listed as inhibitors; 360,000 compounds, 0.46% hits; Bifunctional 3'-5' exonuclease/ATP-dependent helicase WRN (Homo sapiens), Q14191; further: potency means the concentration at half of the fitted maximal effect; on the % scale 0 is the no-effect control and ±100 the full control effect; nearly all actives have a fitted effect of over 55% in size
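WRN at 20 nM final was preincubated with compound for 15 min at room temperature; reaction started with 100 nM forked duplex oligonucleotide carrying fluorophore and quencher plus 2 mM ATP (final). Unwinding followed kinetically by red fluorescence (ex 525/em 598 nm).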
PI5P4Ka inh = qHTS for Inhibitors of phosphatidylinositol 5-phosphate 4-kinase (PI5P4K). Phosphatidylinositol 5-phosphate 4-kinase type-2 alpha (Homo sapiens), P48426. PI5P4Kalpha enzyme, ADP-Glo luminescence, 60 min; hits give low values. max response, %. 330,000 compounds, 1.2% hits; active means max response of -50% or lower; inconclusive means between -30% and -50%; inactive means -30% or higher; further: value at the top dose of about 77 µM; on the % scale 0 is the no-effect control and ±100 the full control effect
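qHTS, 1536-well: enzyme/substrate mix, compound by pin tool, 5 microM ATP final; RT 60 min; ADP-Glo reagents 1 (45 min) then 2 (30 min); luminescence.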
Active calls of the source: *; ? = inconclusive; / = not tested or not shown; [ ] = another dose, or the depositor's remark. Unless noted, the call rests on the fitted dose curve; in most records, active means well fitted curve in the direction sought with a large enough effect; inconclusive means small, poorly fitted or top-dose-only effect, or another doubt; inactive means no such curve, though single readings can be large; an effect the other way counts as inactive or inconclusive. Only part of the results is shown; the hit share may differ from the screen's.

SMILES	CCT chaperon mod	PLK1 PBD inh	EPAC2 ag	IL-2 act	EPAC1 agonist	EPAC1 antag	WRN inhibitor	PI5P4Ka inh
COc1ccccc1NC(=O)C1CC(O)CN1C(=O)Oc1ccccc1 (centres undefined)	-1.0	3%	0%	0.1	-11%	-18%	-5%[57.1 µM]	6
Cc1ccc(C)c(OC(=O)c2ccncc2)c1	-2.9	-5%	1%	-3.6	0%	1%	1%	2
CCN1C=C(C(C)=O)C(=O)CC1	-1.1	-13%	-4%	-0.5	-16%	5%	7%	0
Cc1ccc(NC(=O)CCNC(=O)c2ccccc2Cl)cc1S(=O)(=O)N1CCOCC1	-1.8	-4%	-3%	7.0	3%	-15%	-5%	-13
COc1ccccc1N1CCN(C(=O)CN(C)S(=O)(=O)c2cc(C)ccc2OC)CC1	0.0	-3%	5%	-2.9	-1%	-2%	3%	-1
CS(=O)(=O)N(CCCC(=O)N1CCCCCC1)c1cccc(Cl)c1	-0.4	-3%	-2%	1.2	-1%	-2%	3%	-5
NC(N)=NCCCS(=O)(=O)Nc1ccc(Nc2c3ccccc3nc3cc([N+](=O)[O-])ccc23)cc1	-0.8	-10%	21%	-3.2	0%	3%	-1%	1
CCCCNc1c(N)n(CC(C)C)c(=O)[nH]c1=O	-2.8	-2%	-2%	-0.1	-5%	-11%	2%	-9
COc1ccc(C2(c3ccc(OC)cc3)NC(=O)N(CC(=O)NC3(C#N)CCCC3)C2=O)cc1	-1.6	-6%	4%	0.1	7%	2%	-4%	1
CCC1(c2ccccc2)NC(=O)N(C)C1=O (centres undefined)	-1.5	-15%	-5%	-0.2	-10%	-17%	3%	-4
Cc1noc(C)c1S(=O)(=O)Nc1ccccc1OC(F)(F)F	-0.3	-12%	11%	-0.6	2%	-13%	-4%	0
Cc1ccc(C(=O)N/C(=C\c2ccc3c(c2)OCO3)C(=O)Nc2ccc(C(=O)O)cc2)cc1	-1.1	-12%	21%	-0.5	17%	-6%	-9%	-2
S=C(NCCc1ccncc1)Nc1ccccc1	1.3	?	5%	0.2	4%	0%	-2%	-1
NC(=O)c1nnn(-c2cccc(C(F)(F)F)c2)c1-c1ccccc1	1.2	2%	4%	-1.4	-6%	-6%	1%	4
NC(=S)c1cnn2c(-c3cccc(C(F)(F)F)c3)ccnc12	-2.5	-8%	6%	-1.6	6%	9%	2%	0
COc1ccc(C2=NO[C@@H]3C(=O)N(c4c(C)cccc4C)C(=O)[C@H]23)cc1OC	-1.4	-9%	4%	-2.4	-1%	27%	8%	0
NC(=O)Cn1c(-c2nonc2N)nc2ccccc21	2.0	-2%	5%	1.5	7%	?	-6%	6
O=C(CSC1=NCCS1)N1CCc2ccccc21	0.1	-14%	-9%	-1.8	-3%	9%	6%	-3
COc1ccc(NC(=O)c2ccc(COc3ccc(C)cc3)o2)cc1	1.3	2%	3%	-1.3	-13%	-11%	1%	5
Cn1nc(C(F)(F)F)c(C#N)c1N1CCN(c2cccc(C(F)(F)F)c2)CC1	0.1	-6%	-6%	0.1	8%	5%	2%	23
COc1cccc(C(=O)NCC2(c3ccccc3)CCCC2)c1OC	0.6	-4%	14%	-0.6	5%	-12%	-7%	3
COC(=O)c1ccc(NC(=O)CCS(=O)(=O)c2ccc(C)cc2)cc1	-0.3	-8%	4%	0.0	0%	4%	-1%	-11
N#Cc1nc(-c2ccco2)oc1NCCN1CCOCC1	-2.3	-11%	3%	-0.8	-2%	6%	7%	/
COc1ccc(NS(=O)(=O)c2cc(C(=O)N3CCN(C/C=C/c4ccccc4)CC3)ccc2C)cc1	1.1	-8%	9%	0.3	22%	2%	-8%	4
CC(C)c1cc(C(=O)N/N=C/c2ccoc2)cs1	-0.1	-20%	1%	-2.9	-6%	22%	0%	-24
SMILES	CCT chaperon mod	PLK1 PBD inh	EPAC2 ag	IL-2 act	EPAC1 agonist	EPAC1 antag	WRN inhibitor	PI5P4Ka inh
COC(C(=O)NNC(=O)CCc1ccccc1)c1ccccc1 (centres undefined)	-0.1	5%	-9%	-2.4	-9%	-3%	-3%	7
O=C(Nc1nc(-c2cc(F)ccc2F)cs1)c1ccccn1	-0.5	2%	1%	-0.3	-12%	-2%	-8%	0
CCOC(=O)C1(Cc2ccccc2C(F)(F)F)CCN(C2CCSC2)CC1 (centres undefined)	-3.1	-6%	10%	-2.3	-4%	-20%	-4%	2
O=[N+]([O-])c1ccc2nc(-c3cccnc3)[nH]c2c1	0.8	-11%	5%	-0.2	4%	-4%	?	4
Cc1c(C(=O)Nc2c(F)cc(F)cc2Br)sc2ncn(CC(=O)N3CCCC3)c(=O)c12	2.0	-15%	1%	1.1	0%	-2%	-1%	-23
O=C(NCc1ccc(F)cc1)c1ccc(N2CCc3ccccc32)c([N+](=O)[O-])c1	-0.8	-13%	15%	-3.8	8%	-16%	-11%	-7
CNC(=O)N(O)C1N(/N=C/c2ccc(N(C)C)cc2)C(=S)SC1(C)C (centres undefined)	-1.6	-11%	14%	-2.5	6%	-2%	2%	2
CCN(CC(=O)Nc1cc(Cl)ccc1C)C(=O)CSCc1ccc(C)cc1	-4.1	-27%	13%	-5.9	4%	-20%	-6%	10
Cc1cc(C)c[n+](-c2[nH]c(=O)sc2/C=N/NC([S-])=Nc2ccccc2)c1	-1.5	?	2%	1.2	24%	45%[activator]	-7%[57.1 µM]	2
CCOC(=O)C(Cc1ccccc1)C1(C)Oc2ccccc2O1 (centres undefined)	/	-19%	17%	-0.8	7%	5%	-3%	11
COc1ccc(N2CCN(c3oc(-c4ccco4)nc3C#N)CC2)cc1	1.3	-3%	4%	-0.1	20%	-18%	-4%	16
Cc1nc2scc(C)n2c(=O)c1S(=O)(=O)NCC1CCN(Cc2ccc(F)cc2)CC1	0.9	?	4%	-6.0	5%	-18%	-7%	1
Cc1ccc(-n2c3c(c(O)c(-c4ccccc4)c2=O)C(=O)CC(C)(C)C3)cc1	-1.0	-9%	10%	-4.2	-12%	-6%	6%	7
CCOC(=O)c1ccccc1NC(=O)CN(c1ccccc1)S(=O)(=O)N(C)C	2.3	-6%	12%	-1.7	15%	-5%	-14%	/
COc1ccc(CC(=O)OCC(=O)N2CCN(S(=O)(=O)c3ccc(C)cc3C)CC2)cc1	-1.0	1%	14%	-3.3	14%	-15%	2%	4
C=CCc1c(C)nc(SCC(N)=O)[nH]c1=O	-0.3	-4%	1%	-2.0	2%	5%	-3%	/
Cc1cccc(C)c1NC(=O)CNC(=O)C12CC3CC(CC(O)(C3)C1)C2	1.6	-7%	14%	-0.1	-3%	-14%	0%	5
Nc1ncnc2c1ncn2[C@@H]1O[C@H](CNC(=O)[C@H]2CCC(=O)N2)[C@@H](O)[C@H]1O	-2.2	-22%	3%	-0.2	-12%	-5%	2%	0
Cc1ncn(-c2ccccc2)c1-c1ccccc1	-2.0	-21%	10%	-3.0	1%	-4%	0%	-3
NC(=O)N1CCC2(CC1)NC(=O)N(c1ccccc1)N2	-0.8	-6%	-4%	0.2	-2%	-7%	4%	9
COc1ccccc1OCC(=O)OCC(=O)NC1CCCCC1	-0.7	5%	-2%	-0.6	-7%	11%	7%	4
CN1/C(=C/C2CC(=O)NC2=O)C(C)(C)c2ccccc21 (centres undefined)	-1.8	-9%	4%	-2.6	-11%	-2%	-9%	/
COC(=O)CN(c1ccc(OC)cc1)S(=O)(=O)c1ccc(OC)c(OC)c1	-0.6	-1%	4%	-1.0	9%	-22%	-3%	-1
CCCCCC1CC(CC(=O)NC(=S)Nc2ccccc2Cl)C(=O)O1 (centres undefined)	0.9	-3%	17%	-0.5	1%	-16%	3%	15
CC(C)Sc1ccc([N+](=O)[O-])cc1C(=O)Nc1ccncc1	-2.0	-5%	1%	-0.4	8%	6%	1%	1

Of the compounds above, 2 contain a thiophene ring, fused or not:
SMILES	CCT chaperon mod	PLK1 PBD inh	EPAC2 ag	IL-2 act	EPAC1 agonist	EPAC1 antag	WRN inhibitor	PI5P4Ka inh
CC(C)c1cc(C(=O)N/N=C/c2ccoc2)cs1	-0.1	-20%	1%	-2.9	-6%	22%	0%	-24
Cc1c(C(=O)Nc2c(F)cc(F)cc2Br)sc2ncn(CC(=O)N3CCCC3)c(=O)c12	2.0	-15%	1%	1.1	0%	-2%	-1%	-23

Other entries.
SMILES	CCT chaperon mod	PLK1 PBD inh	EPAC2 ag	IL-2 act	EPAC1 agonist	EPAC1 antag	WRN inhibitor	PI5P4Ka inh
NC(CSC(c1ccccc1)(c1ccccc1)c1ccc(-c2ccccc2)cc1)C(=O)O (centres undefined)	-3.2	-13%	4%	2.3	5%	-14%	-10%[11.6 µM]	-23
CN(CC(=O)Nc1ccccc1C(F)(F)F)C(=O)COc1ncnc2ccccc12	-0.5	1%	-8%	-2.3	2%	1%	2%	-1
C/C(=N\NC(=O)CSc1nc2ccccc2o1)c1cccc(O)c1	2.0	-9%	-4%	0.4	19%	-8%	-3%	0
Cc1ccc(C)c(-n2cc[nH]c2=S)c1	-2.0	?	4%	-0.9	4%	5%	-9%	-3
COC(=O)c1cc(S(=O)(=O)NCCCc2ccco2)c[nH]1	-1.8	1%	6%	-0.6	-2%	-10%	-6%	1
O=C(CN1CCCC1)Nc1ccccc1C(=O)c1ccccc1	-2.8	-10%	8%	-0.2	0%	-4%	-4%	3
CCCc1cc(=O)oc2c(C)c(OCC(=O)NC3CC(C)(C)NC(C)(C)C3)ccc12	-11	-3%	-5%	-0.3	6%	2%	-1%	-4
Cc1cccc(C(=O)NCC(=O)OCC(=O)N2CC3(C)CC2CC(C)(C)C3)c1 (centres undefined)	0.2	1%	13%	0.2	8%	-2%	-3%	16
Cc1cccc(C(=O)N/N=C/c2ccncc2)c1	-1.3	5%	7%	-0.2	1%	-2%	-3%	1
O=C(CCC1CCCN(C(=O)c2ccsc2)C1)N1CCN(c2ccccn2)CC1 (centres undefined)	-2.2	2%	7%	-1.2	2%	0%	-1%	3
